# High-throughput results as filed in PubChem BioAssay.
# TDP1 cell CPT = qHTS for Inhibitors of human tyrosyl-DNA phosphodiesterase 1 (TDP1): qHTS in cells in presence of CPT | 420,000 compounds, 12% hits | Potency, µM (highest dose often 46.2 µM), for the others: at the top dose activity change, negative = growth inhibition, usual class: inhibitors | chicken DT40 Tdp1-/-;hTDP1 cells + 20 nM CPT, ATP luminescence, 48 h; also: nearly all actives have a fitted effect of over 55% in size
#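 Chicken DT40 Tdp1-/- cells complemented with human TDP1, 400 cells/well, exposed to compounds plus 20 nM camptothecin for at least 48 h at 37 C; viability read as ATP content by CellTiter-Glo luminescence.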
# DT40 TDP1 no CPT = qHTS for Inhibitors of human tyrosyl-DNA phosphodiesterase 1 (TDP1): qHTS in cells in absence of CPT; DT40 Tdp1-/- hTDP1 cells, no CPT, ATP luminescence, 48 h; Potency, µM (series often up to 46.2 µM), without a hit: at the top dose activity change, negative = growth inhibition, hits mostly inhibitors; 420,000 compounds, 15% hits; AID 686978, 2013; also: nearly all actives have a fitted effect of over 55% in size
#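 A cellular qHTS used chicken DT40 cells lacking endogenous Tdp1 but carrying stably transfected human TDP1. Compounds were applied without camptothecin, and cell growth kinetics were judged by ATP-dependent luminescence after ≥48 hr.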
# TDP1 inh = qHTS Assay for Inhibitors of Tyrosyl-DNA Phosphodiesterase (TDP1) | Tyrosyl-DNA phosphodiesterase 1 (Homo sapiens), Q9NUW8 | recombinant TDP1, AlphaScreen DNA substrate cleavage | Potency, µM (highest dose often 130 µM), without a hit: top-dose activity change, negative = inhibition, usual class: inhibitors | 350,000 compounds, 0.28% hits; also: nearly all actives have a fitted effect of over 40% in size
# Target sequence (Q9NUW8 whole entry, looked up): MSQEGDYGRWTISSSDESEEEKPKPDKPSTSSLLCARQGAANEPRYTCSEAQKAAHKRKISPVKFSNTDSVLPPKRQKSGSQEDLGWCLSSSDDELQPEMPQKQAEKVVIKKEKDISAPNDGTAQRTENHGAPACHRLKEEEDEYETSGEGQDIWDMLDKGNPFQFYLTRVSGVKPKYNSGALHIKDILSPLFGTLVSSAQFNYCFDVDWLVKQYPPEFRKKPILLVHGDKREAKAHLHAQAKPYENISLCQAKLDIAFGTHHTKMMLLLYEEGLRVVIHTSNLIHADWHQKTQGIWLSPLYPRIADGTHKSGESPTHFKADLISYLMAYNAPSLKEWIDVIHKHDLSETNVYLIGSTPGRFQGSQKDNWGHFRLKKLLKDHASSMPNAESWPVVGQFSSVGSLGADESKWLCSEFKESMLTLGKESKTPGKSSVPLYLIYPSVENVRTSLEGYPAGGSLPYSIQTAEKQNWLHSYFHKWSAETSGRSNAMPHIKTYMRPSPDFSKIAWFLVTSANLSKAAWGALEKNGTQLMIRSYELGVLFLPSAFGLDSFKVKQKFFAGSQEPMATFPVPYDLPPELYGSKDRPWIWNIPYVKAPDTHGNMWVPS
#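 AlphaScreen read-out: signal falls as enzyme removes the 3' tyrosine-FITC from a 5'-biotinylated DNA oligo (15 nM, 5 min, RT). Enzyme was E. coli-made recombinant Tdp1 at 1 nM, exposed to compound for 15 min beforehand; beads 10 ug/ml, 10 min.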
# * marks the source's active call; other numbers are inactive results; ? = inconclusive; / = no result given; & = joins results of further samples; [ ] = remark or other dose. Calls follow the shape of the dose curve; as a rule, active = well fitted curve in the direction sought with a large enough effect; inconclusive = small, poorly fitted or top-dose-only effect, or another doubt; inactive = no such curve, though single readings can be large; an effect the other way counts as inactive or inconclusive. % is scaled to controls: 0 for no effect and ±100 for the full control effect; potency is read from the fitted curve at half-maximal effect.
1. COc1ccc(C(CNC(=O)c2oc3ccc(F)cc3c2C)N2CCCCC2)cc1 (configuration not stated)
2. CC12CCC(C(=O)NCc3ccccc3)(OC1=O)C2(C)C (configuration not stated)
3. Cc1ccc(-c2cnn3c(N4CCOCC4)cc(C)nc23)cc1
4. C#CCOCCOCCOCCNc1nc(N2CCOCC2)nc(N2CCN(C(=O)[C@H](CCCCN)n3cc([C@@H](N)CC(C)C)nn3)CC2)n1
5. CCc1nc(SCC(=O)N2CCc3ccccc32)c2oc3ccccc3c2n1
6. CCC(Br)C(=O)Nc1ccc(OC)cc1 (configuration not stated)
compound no. | 1 | 2 | 3 | 4 | 5 | 6
DT40 TDP1 no CPT | ? | 5% | -19% | -7% | 1% | -14%
TDP1 cell CPT | ? | 2% | -12% | -12% | 5% | -27%
TDP1 inh | 1% | 7% | / | 5% | / | 5%

7. Cn1cc([N+](=O)[O-])c(C(=O)N/N=C/c2ccncc2)n1
8. CCN(CC)S(=O)(=O)c1ccc(S(=O)(=O)Nc2c(C)nn(C)c2C)cc1
9. CCOC(=O)[C@]12CCC=C1N(Cc1cccc3ccccc13)C(=O)[C@H](CC(=O)NCC1CCCCC1)C2
10. Cc1ccc(-c2nnc(N3CCC(C)CC3)c3ccccc23)cc1
11. Cc1ccc(S(=O)(=O)Nc2cccc(C(=O)NCCN3CCOCC3)c2)cc1F
12. O=C(NC1CCCC1)c1cccc(S(=O)(=O)N2CCOCC2)c1
compound no. | 7 | 8 | 9 | 10 | 11 | 12
DT40 TDP1 no CPT | 14% | 4.6µM* | 21µM* | 8.2µM* | 0% | -1%
TDP1 cell CPT | 4% | 6.5µM* | 23µM* | 13µM* | -14% | -2%
TDP1 inh | 1% | 4% | / | 0% | 1% | 1%

13. COc1ccc(C(=O)COC(=O)c2ccc(OC)c(OC)c2)cc1OC
14. COc1ccc(/C=C(\C#N)C(=O)OCC(=O)NCc2ccccc2OC)cc1
15. Cc1ccc(S(=O)(=O)c2nc(S(=O)(=O)c3ccc(C)cc3)c(NC(C)C)s2)cc1
16. Oc1ccc(Br)cc1/C=N/n1c(COc2ccccc2)n[nH]c1=S
17. Nc1cccc(Nc2nc(OC(C(F)(F)F)C(F)(F)F)nc(OC(C(F)(F)F)C(F)(F)F)n2)c1
18. CCOc1ccc(NC(=O)CC2C(=O)N(c3ccccc3)C(=O)N2CCc2ccc(OC)cc2)cc1 (configuration not stated)
compound no. | 13 | 14 | 15 | 16 | 17 | 18
DT40 TDP1 no CPT | -24% | 2% | ? | -5% | 23µM* | ?
TDP1 cell CPT | -9% | -13% | 16µM* | -19% | 21µM* | ?
TDP1 inh | -2% | / | 9% | / | 4% | 1%

19. O=C(C1CCN(S(=O)(=O)N2CCC3(CC2)OCCO3)CC1)N1CCN(Cc2ccccc2)CC1
20. CCCCOC(=O)c1cc(C)nc2ccc(Br)cc12
21. Cc1cc(C)cc(NC(=O)OCCN2CCN(Cc3ccccc3)CCC2=O)c1
22. N#Cc1ccccc1Cn1c(SCC(=O)Nc2ccc(F)cc2)nc2ccccc21
23. COC(CNC(=O)c1ccc2c(c1)nc(C)n2-c1cc(C)cc(C)c1)OC
24. CCOc1ccc2nc(N(Cc3cccnc3)C(=O)C3CCCCC3)sc2c1
compound no. | 19 | 20 | 21 | 22 | 23 | 24
DT40 TDP1 no CPT | -7% | ? | 23µM* | ? | ? | -24%
TDP1 cell CPT | -12% | ? | -23% | ? | 0% | ?
TDP1 inh | 3% | 0% | 11%&8% | 1% | / | -5%

# In the list so far, these contain an aryl thioether with sulfur outside any ring.
5. CCc1nc(SCC(=O)N2CCc3ccccc32)c2oc3ccccc3c2n1
22. N#Cc1ccccc1Cn1c(SCC(=O)Nc2ccc(F)cc2)nc2ccccc21
compound no. | 5 | 22
DT40 TDP1 no CPT | 1% | ?
TDP1 cell CPT | 5% | ?
TDP1 inh | / | 1%

# Next part
25. CC1=C(C(=O)N2CCCCC2)C(c2cccs2)C2=C(CCCC2=O)N1 (configuration not stated)
26. Cc1ccsc1C(=O)OCc1cc(=O)n2ccsc2n1
27. COc1ccc(C(=O)COC(=O)/C=C/c2ccco2)cc1F
28. COc1cc(CN2CCN(c3cc(C)ccc3C)CC2)cc([N+](=O)[O-])c1O
29. CCOc1ccc2oc(C(=O)OCC(=O)N3CCCC(C)C3)c(C)c2c1 (configuration not stated)
30. Cc1ccc2cc(NC(=O)C3(C)CCN(C)C3)ccc2n1 (configuration not stated)
compound no. | 25 | 26 | 27 | 28 | 29 | 30
DT40 TDP1 no CPT | -16% | -19% | -16% | -25% | ? | 4%
TDP1 cell CPT | 1% | ? | -16% | -20% | ? | -21%
TDP1 inh | 6% | -16% | / | / | -4%[56.1 µM] | /

31. COC(=O)c1nc(NNC(=O)c2ccccc2)sc1-c1ccccc1
32. Cc1cc2cc3c(cc2nc1SCC(=O)OC(C)C)OCCO3
33. CCn1c(SCC(=O)NCCc2ccccc2)nc2c([nH]c3ccccc32)c1=O
34. COc1ccc2c(C)cc3n[nH]c(=S)n3c2c1
35. CCc1cccc(CC)c1NC(=O)Cn1c(=O)c(-c2cc(C)ccc2NC(C)=O)nc2ccccc21
36. C=CCn1nc(-c2ccccc2)c(N2CCCCC2)cc1=O
compound no. | 31 | 32 | 33 | 34 | 35 | 36
DT40 TDP1 no CPT | 7% | ? | -5% | -22% | 1% | ?
TDP1 cell CPT | 11% | -9% | -15% | -26% | 0% | ?
TDP1 inh | / | -1% | 0% | 8% | 6% | 6%

37. COc1ccc(NC(=O)c2ccc(N3C(=O)C4CC=C(C)CC4C3=O)cc2)c(OC)c1 (configuration not stated)
38. O=C(Cn1c(=O)c2cccn2c2ccccc21)Nc1cc(F)ccc1F
39. O=C(NCCN1C(=O)S/C(=C/c2cccnc2)C1=O)C1CC(=O)N(Cc2ccccc2)C1 (configuration not stated)
40. O=C(Nc1ccccc1C(=O)Nc1ccc2c(c1)OCO2)c1cccs1
41. CC(=O)Oc1ccc2c(c1)CCC1C2CC[C@@]2(C)C1CC(OC(C)=O)C2OC(C)=O (some centres not stated)
42. CCCc1nn2c(N)c(/C=C3\C=Nc4ccccc43)c(=O)nc2s1
compound no. | 37 | 38 | 39 | 40 | 41 | 42
DT40 TDP1 no CPT | -28% | ? | -17% | ? | 4% | -2%&1%
TDP1 cell CPT | -6% | ? | ? | ? | ? | 13%&-9%
TDP1 inh | / | 1%&0% | 3% | 1% | 4% | 5%

43. COc1ccccc1CNc1ccnc(-c2cccc(NS(C)(=O)=O)c2)n1
44. Cn1c(-c2cc(Cl)ccc2O)nc2c1c(=O)[nH]c(=O)n2Cc1ccccc1
45. COc1ccc(OC)c(NC(=O)CSc2ncnc3sc(C)cc23)c1
46. O=C(c1cc2cccc([N+](=O)[O-])c2oc1=O)N1CCOCC1
47. Cc1cccc(N2C(=O)C=CC2=O)c1
48. CCCCc1ccc(-c2c(C#N)c(N)nc3c2CCCC3)s1
compound no. | 43 | 44 | 45 | 46 | 47 | 48
DT40 TDP1 no CPT | -17% | 13µM* | ? | -22% | 4.6µM* | -12%
TDP1 cell CPT | ? | 18µM* | ? | 3% | 2.6µM* | -8%
TDP1 inh | / | 3% | / | 0% | / | 2%

49. CCc1ccc(-c2cc(N)n(-c3ccccc3)n2)cc1
50. COCCCNC(=O)C[C@H]1C[C@H](C(=O)N2CCCCC2)[C@@]2(CCc3ccccc3)c3[nH]c4ccc(Cl)cc4c3CCN2C1=O
51. CCOC(=O)c1ccc(NC(=O)C2=C(C)Nc3nc(CCCO)nn3C2c2cccc(C)c2)cc1 (configuration not stated)
52. O=C(COc1ccccc1F)NCC(c1ccco1)N1CCCC1 (configuration not stated)
53. N#C/C(=C\Nc1ccc2c(c1)OCCO2)c1nc(-c2ccccc2)cs1
54. Cc1onc(-c2ccccc2)c1C(=O)Nc1ccon1
compound no. | 49 | 50 | 51 | 52 | 53 | 54
DT40 TDP1 no CPT | 0% | 4.6µM* | -11% | 7% | ? | 0%
TDP1 cell CPT | -18% | 8.2µM* | -2% | 6% | ? | -3%
TDP1 inh | 6% | 1%[56.1 µM] | 8% | 5% | 1% | 5%

55. CC(OC(=O)c1ccc(-n2cnnn2)cc1)C(=O)Nc1ccc(F)c(F)c1F (configuration not stated)
56. O=C(CSC(=S)N1CCCC1)N1CCN(S(=O)(=O)c2ccccc2F)CC1
57. CC(C)=CCC/C(C)=C/CNC(=O)C[C@H]1C[C@H](C(=O)N2CCCCC2)[C@@]2(C)c3[nH]c4cc(-c5ccco5)ccc4c3CCN2C1=O
58. CCOC(=O)c1ccccc1NC(=O)C(=O)Nc1ccc2nc3n(c(=O)c2c1)CCCCC3
59. CCC(=O)Nc1ccc(Cl)c(NC(=O)c2cccc(OC)c2)c1
60. CCOC(=O)NN1C(=O)c2ccccc2NC1C (configuration not stated)
compound no. | 55 | 56 | 57 | 58 | 59 | 60
DT40 TDP1 no CPT | -7% | 0% | 21µM* | -18% | -19% | 2%
TDP1 cell CPT | -22% | 0% | ? | 5% | 0% | -1%
TDP1 inh | ? | 6%[0.505 µM] | 4%[56.1 µM] | -3% | -3% | 0%

61. COc1ccc(-c2nc3ccc(C)cn3c2Cc2cccc(F)c2)cc1OC
62. Oc1cc(-c2nc3ccccc3s2)cc2c1OCCN(Cc1cccn1-c1ccccn1)C2
63. Nc1c(C(=O)O)sc2nc(-c3ccccc3)cc(-c3ccc(Cl)cc3)c12
64. CCn1c(=O)[nH]c2cc(Cl)c(Cl)cc21
65. CCOC(=O)c1c(Cc2cccc(Cl)c2)c[nH]c1C
66. CCCNC(=O)c1ccc(N2CCC3(CC2)CC(c2ccccc2)=NO3)c(NC(=O)Cc2ccc(F)cc2)c1
compound no. | 61 | 62 | 63 | 64 | 65 | 66
DT40 TDP1 no CPT | 21µM* | 0% | -19% | ? | -13% | 18µM*
TDP1 cell CPT | ? | 2% | -13% | -27%&-12% | 3% | ?
TDP1 inh | / | / | 71µM* | -11%[56.1 µM] | 6% | /

# A draw from above in order of count of non-hydrogen atoms, ascending.
64. CCn1c(=O)[nH]c2cc(Cl)c(Cl)cc21
60. CCOC(=O)NN1C(=O)c2ccccc2NC1C (configuration not stated)
65. CCOC(=O)c1c(Cc2cccc(Cl)c2)c[nH]c1C
54. Cc1onc(-c2ccccc2)c1C(=O)Nc1ccon1
59. CCC(=O)Nc1ccc(Cl)c(NC(=O)c2cccc(OC)c2)c1
52. O=C(COc1ccccc1F)NCC(c1ccco1)N1CCCC1 (configuration not stated)
63. Nc1c(C(=O)O)sc2nc(-c3ccccc3)cc(-c3ccc(Cl)cc3)c12
56. O=C(CSC(=S)N1CCCC1)N1CCN(S(=O)(=O)c2ccccc2F)CC1
compound no. | 64 | 60 | 65 | 54 | 59 | 52 | 63 | 56
DT40 TDP1 no CPT | ? | 2% | -13% | 0% | -19% | 7% | -19% | 0%
TDP1 cell CPT | -27%&-12% | -1% | 3% | -3% | 0% | 6% | -13% | 0%
TDP1 inh | -11%[56.1 µM] | 0% | 6% | 5% | -3% | 5% | 71µM* | 6%[0.505 µM]

61. COc1ccc(-c2nc3ccc(C)cn3c2Cc2cccc(F)c2)cc1OC
62. Oc1cc(-c2nc3ccccc3s2)cc2c1OCCN(Cc1cccn1-c1ccccn1)C2
51. CCOC(=O)c1ccc(NC(=O)C2=C(C)Nc3nc(CCCO)nn3C2c2cccc(C)c2)cc1 (configuration not stated)
66. CCCNC(=O)c1ccc(N2CCC3(CC2)CC(c2ccccc2)=NO3)c(NC(=O)Cc2ccc(F)cc2)c1
50. COCCCNC(=O)C[C@H]1C[C@H](C(=O)N2CCCCC2)[C@@]2(CCc3ccccc3)c3[nH]c4ccc(Cl)cc4c3CCN2C1=O
57. CC(C)=CCC/C(C)=C/CNC(=O)C[C@H]1C[C@H](C(=O)N2CCCCC2)[C@@]2(C)c3[nH]c4cc(-c5ccco5)ccc4c3CCN2C1=O
compound no. | 61 | 62 | 51 | 66 | 50 | 57
DT40 TDP1 no CPT | 21µM* | 0% | -11% | 18µM* | 4.6µM* | 21µM*
TDP1 cell CPT | ? | 2% | -2% | ? | 8.2µM* | ?
TDP1 inh | / | / | 8% | / | 1%[56.1 µM] | 4%[56.1 µM]

# Next structures
67. COc1cc2c(NC3CCN(C)CC3)nc(N3CCCN(C)CC3)nc2cc1OCCCN(C)C
68. CCCCC(=O)Nc1ccc(C(=O)N2CCN(c3ccccc3OC)CC2)cc1
69. S=C(NCc1ccncc1)Nc1ccccc1
70. CCCn1nnnc1NCc1ccc(N2CCCC2)cc1
71. CCOC(=O)C1CCN(C(c2ccc(OC)c(OC)c2)c2sc3nc(C)nn3c2O)CC1 (configuration not stated)
compound no. | 67 | 68 | 69 | 70 | 71
DT40 TDP1 no CPT | ? | -24% | ? | -14% | -55%
TDP1 cell CPT | ? | ? | 2% | -6% | -17%
TDP1 inh | / | 6% | -8% | -2% | 3%
